F508del corr – CFTR F508del correction in bronchial cells. AID 720511. CFBE cells, YFP halide quenching; stimulated with forskolin plus potentiator P3; % fluorescence drop versus neutral controls. activity (quench increase), % at 7.58 µM. hit rate 0.36% among 350,000;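 active = mean added fluorescence quench of at least 8% versus neutral control, with both replicates also reaching 8%; inconclusive = only one of the mean or replicate conditions met; inactive = mean below 8% and not both replicates reaching 8%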;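 also: cells transiently co-express mutant CFTR-F508del with the halide-sensitive YFP; corrector assay measuring rescue of mutant channel to the surface after 24 h compound exposure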
ERp5 block – blocks human ERp5 reductase activity on insulin. inhibition, % at 9.99 µM. ERp5 insulin aggregation, absorbance 650 nm, 90 min. AID 651711. hit rate 0.05% among 350,000. Q15084;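 active = mean replicate inhibition above about 25%, with every replicate also reaching it, limit read from the data, passing the limit was not always enough; inconclusive = only one of those two criteria met; inactive = neither criterion met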
Target sequence (Q15084 whole entry, looked up): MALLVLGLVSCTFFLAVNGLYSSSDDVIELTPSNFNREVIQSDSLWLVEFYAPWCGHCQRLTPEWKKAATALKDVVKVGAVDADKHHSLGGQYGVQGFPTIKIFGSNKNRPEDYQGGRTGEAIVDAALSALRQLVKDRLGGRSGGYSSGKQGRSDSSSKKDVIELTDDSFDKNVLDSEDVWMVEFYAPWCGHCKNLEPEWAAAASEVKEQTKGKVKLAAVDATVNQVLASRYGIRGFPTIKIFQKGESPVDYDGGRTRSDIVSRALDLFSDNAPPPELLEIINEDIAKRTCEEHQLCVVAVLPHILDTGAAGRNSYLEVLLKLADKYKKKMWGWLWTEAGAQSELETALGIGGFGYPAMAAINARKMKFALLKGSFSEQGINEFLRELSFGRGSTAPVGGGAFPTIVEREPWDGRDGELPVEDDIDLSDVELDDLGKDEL
PAX8 inh HTS – PAX8 transcriptional activity inhibition. RMG-I TPO-luciferase reporter, SteadyGlo, 24 h. inhibition, % at 12.6 µM. hit rate 1.2% among 360,000;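 active = mean replicate inhibition at least 60% with every replicate also reaching 60%; inconclusive = only one of the two criteria is met; inactive = mean below 60% and not all replicates reaching 60%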;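 also: luciferase light reporting Pax8 driven TPO promoter activity; plate controls were median of neutral control wells for no effect and mitoxantrone controls for full effect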
EWS-Fli block – inhibitors of EWS/Fli oncoprotein transcriptional activity | A673 NR0B1-luciferase reporter, viability-normalised | inhibition, % at 12.6 µM | hit rate 0.67% among 350,000 | AID 651661;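 active = mean inhibition of at least 50% after viability correction, with every replicate also passing that limit; inconclusive = mean reaches 50% but only one of two replicates passes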;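 also: firefly luciferase signal divided by Alamar Blue viability fluorescence both relative to DMSO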
Xi reactivation – reactivates the inactive X chromosome in mouse fibroblasts; AID 743238; activation, % at 7.58 µM; hit rate 0.055% among 360,000; XiGFP mouse fibroblasts, % GFP-positive cells imaging, 3 d; cells co-treated with 5-aza-dC sensitizer; scaled so ellipticine positive control = 100%;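 active = mean normalized replicate activation at least 10% and every replicate at or above 10%; inconclusive = only one of the two criteria met; inactive = mean below 10% and not all replicates reach 10%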;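 also: 0% = median of on-plate neutral control wells and 100% = ellipticine 6 µM median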
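System: 68-5-11 XiGFP fibroblast line | Buffer or medium: DMEM containing 5-aza-dC | Compound: Single point | Times: Compounds 3 days, fix/stain 15 min at room temperature | Benchmarks: Positive control ellipticine, 6 µM final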
ARNT TACC3 PPI – disrupts binding between human ARNT and TACC3 | AlphaScreen His-ARNT PAS-B/GST-TACC3 binding, luminescence; TACC3 fragment carries E629A point mutation | inhibition, % at 9.99 µM | hit rate 0.66% among 390,000 | AID 623870;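 active = mean inhibition of replicates at least 50% and at least half of replicates each reaching 50%; inconclusive = half or more replicates reach 50% but mean below 50%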;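 also: 0% = complete ARNT plus TACC3 wells and 100% = ARNT alone without TACC3; many hits fall short of the cut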
DENV2 CPE rescue – inhibitors of DENV2 cytopathic effect. DENV2-infected cells, cytopathic effect rescue, plate reader. CPE inhibition, % at 9.99 µM. hit rate 1.7% among 350,000. AID 651640; in the data active = CPE inhibition above about 20%, passing the limit was not always enough; inconclusive = no clear call, values can overlap the other calls; tested in BHK-21 cells;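 also: 0% = median of neutral control wells and 100% = median of positive control wells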
INS-1E GSIS act – GLuc luminescence reporter in INS-1E cells, primary screen for activators of glucose-dependent secretion of insulin | INS-1E GLuc reporter insulin secretion, 2-3 h | activation, % at 16.6 µM | hit rate 0.61% among 370,000;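 active = lowest replicate activation of at least 40%, so every replicate reaches that level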;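 also: 0% = median of neutral control wells and 100% = median of IBMX positive control wells; some compounds called inactive have numbers as strong as hits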
* marks the source's active call; other numbers are inactive results; ? = inconclusive; / = no result given.

Under each structure – F508del corr | ERp5 block | PAX8 inh HTS | EWS-Fli block | Xi reactivation | ARNT TACC3 PPI | DENV2 CPE rescue | INS-1E GSIS act
1) OCC1OC(Oc2c[nH]c3ccccc23)C(O)C(O)C1O (stereo not drawn)
    -0.2 | 4 | 48 | 17 | -0.1 | 9 | -9 | /
2) Cc1cc(C)nc(-n2ncc3c2CC(c2ccccc2)CC3=O)n1 (stereo not drawn)
    -0.9 | 3 | 10 | 4 | 0.0 | 2 | -1 | 36
3) CCCN1C[C@@H](C)[C@@H](OC)CN(C)C(=O)c2ccc(NC(=O)c3ccc(F)cc3)cc2OC[C@H]1C
    2.4 | / | 7 | -3 | -0.5 | -12 | / | 24
4) Cc1cc(N2CCCCC2)ccc1[N+](=O)[O-]
    / | -6 | -8 | -3 | -0.1 | -3 | ? | /
5) O=C(c1ccc(F)cc1)N1CCCCN2[C@@H](CO)[C@H](c3ccc(-c4ccccc4)cc3)[C@@H]2C1
    -1.2 | -5 | 3 | 1 | -0.1 | 6 | -9 | -26
6) COc1ccc(C)cc1NC(=O)CNc1ccccc1CN(C)C1CCCCC1
    0.3 | -5 | 17 | 5 | 0.1 | -1 | / | 6
7) COc1ccc(Br)cc1CN(C)C(=O)Cc1ccc(S(=O)(=O)N2CCOCC2)s1
    -3.6 | 4 | 19 | 12 | -0.1 | 1 | 4 | -10
8) CCC(=O)N1[C@@H]2c3ccc(-c4ccccc4OC)c(=O)n3C[C@@H]2[C@@H](CO)[C@@H]1C(=O)NCCCN(C)C
    / | 1 | / | -5 | 0.0 | -8 | 0 | 2
9) CC(C)(C)C(C(=O)NCc1ccccc1)N1CCN(CCN2CCOCC2)CC1 (stereo not drawn)
    -5.7 | -5 | 2 | -2 | 0.1 | / | 1 | 8
10) COc1ccc(CCN2C(=S)N(c3ccccc3)C(=O)C2CC(=O)O)cc1OC (stereo not drawn)
    3.3 | 4 | -11 | 12 | 0.0 | -9 | 0 | 15
11) C[C@@H]1CN([C@@H](C)CO)C(=O)Cc2cc(NS(=O)(=O)c3ccc(Cl)cc3)ccc2O[C@@H]1CN(C)Cc1ccccc1
    -2.3 | 0 | -2 | 12 | -0.3 | 13 | 8 | -12
12) C[C@@H]1CN([C@@H](C)CO)S(=O)(=O)c2ccc(C#CCC3CCCC3)cc2O[C@H]1CN(C)Cc1cccc(C(=O)O)c1
    -0.3 | 11 | 3 | -3 | / | -4 | 4 | /
13) Cc1ccc(NC(=O)COC(=O)C2=COCCO2)c([N+](=O)[O-])c1
    3.8 | 6 | 3 | -1 | 0.0 | 5 | -3 | 11
14) O=C(Cc1ccc(S(=O)(=O)N2CCOCC2)s1)OCc1ccc(Cl)cc1
    -1.0 | 0 | -1 | -1 | -0.1 | -4 | 8 | -8
15) Cc1cccc(NC(=O)c2ccc([N+](=O)[O-])s2)n1
    1.0 | 6 | -4 | -31 | 0.2 | 1 | 2 | 17
16) CC(CN1C(C)CCCC1C)OC(=O)c1ccccc1Cl (stereo not drawn)
    -0.5 | 3 | -2 | 7 | 0.0 | -4 | -2 | 9
17) C=C1C(=O)[C@]23C[C@H]1CC[C@H]2[C@]1(C)[C@@H](OC(C)=O)CC[C@@](C)(C(=O)OC)[C@H]1C[C@@H]3OC(C)=O
    -18 | 4 | 117* | 61* | -0.1 | / | 4 | 39
18) CCOc1ccc(NC(=S)NN2CCN(C)CC2)cc1
    / | 2 | -5 | -13 | 0.1 | 9 | -7 | 7
19) CCC1(c2ccccc2)NC(=O)N(CC(=O)Nc2ccccc2C(=O)NC2CCCC2)C1=O (stereo not drawn)
    -1.3 | 5 | 3 | 1 | 0.2 | 4 | -6 | -24
20) CCOc1ccc(-c2csc(NC(=O)CSCC(=O)O)n2)c2ccccc12
    0.2 | -7 | -12 | 9 | 0.1 | -1 | 3 | -7
21) O=C(c1ccc(S(=O)(=O)Nc2ccc(F)cc2)cc1)N1CCN(c2ccccn2)CC1
    -2.0 | 5 | 38 | 2 | -0.2 | 1 | -8 | -38
22) COc1ccc(C(=O)C[n+]2cccc(Br)c2)cc1
    -1.4 | 3 | -28 | -1 | 0.0 | 13 | ? | -2
23) Cc1cc(C)c(C#N)c(SCc2ccccc2C)n1
    / | / | -2 | / | 0.5 | -9 | / | 2
24) O=C(Nc1ccc(Cl)c(Cl)c1)N[C@@H]1CC[C@@H](CCNC(=O)c2ccc(F)cc2)O[C@@H]1CO
    2.4 | -4 | 0 | 5 | 0.0 | -4 | 5 | -32
25) O=C(CCN1C(=O)/C(=C/c2ccccc2F)SC1=S)NCCc1ccc(O)cc1
    0.2 | / | 33 | / | 0.0 | -1 | -1 | 10
26) CCCSc1nnc(NC(=O)Nc2ccc(C)cc2)s1
    -1.1 | 2 | -13 | -22 | 0.3 | 10 | 0 | -1
27) CO[C@H]1CN(C)C(=O)c2cc(NS(C)(=O)=O)ccc2OC[C@@H](C)N(Cc2ccccc2)C[C@@H]1C
    -0.2 | -1 | 10 | 4 | 0.2 | 0 | -2 | -13
28) O=C1CC2(CCN(C(=O)c3c(F)cccc3F)CC2)Oc2ccccc21
    1.0 | 1 | -4 | 2 | -0.1 | -1 | 7 | 2
29) COc1cc(C(=O)NC(C)c2ccc3ccccc3c2)cc(Cl)c1O (stereo not drawn)
    2.4 | 2 | -2 | 0 | 0.1 | -2 | 3 | -14
30) CC(=O)Nc1ccc(-c2nnc(SCC(=O)c3ccc4c(c3)Cc3ccccc3-4)n2C)cc1
    0.3 | 1 | / | -4 | / | 0 | 1 | -2
31) Cc1ccc(C)c(N2CCN(C(=O)CCS(=O)(=O)c3ccc4c(c3)oc(=O)n4C)CC2)c1
    -1.3 | -1 | 8 | / | 0.2 | 0 | -9 | -21
32) CCOC(=O)c1ccc(NC(=O)C2CC(=O)N=C(N)S2)cc1 (stereo not drawn)
    1.7 | -5 | -26 | -13 | 0.5 | 2 | -2 | 5
33) Cc1ccc(N2C(=O)CC(Nc3cccc4ccccc34)C2=O)cc1 (stereo not drawn)
    1.1 | -1 | 10 | 1 | 0.1 | -1 | 5 | -4
34) CN(C)CC(=O)N[C@H]1CC[C@H](CCn2cc(C3CC3)nn2)O[C@@H]1CO
    1.1 | -4 | -8 | 6 | -0.1 | 4 | -5 | -4
35) COc1ccc(NC(=O)NCc2ccco2)c(OC)c1
    -4.8 | 8 | -1 | -13 | 0.0 | / | -2 | 9
36) CN(CCCNC(=O)CCC(=O)N1CCOc2ccccc21)Cc1ccccc1
    -1.1 | 1 | 12 | -5 | 0.1 | 3 | -7 | 16
37) C[C@H]1CN([C@@H](C)CO)C(=O)Cc2cc(NC(=O)Nc3ccc(F)cc3)ccc2O[C@H]1CN(C)CC1CCCCC1
    2.3 | 0 | 19 | 33 | 0.5 | -4 | 18 | -14
38) CC1CCCCN1CCNC(=O)C1CCCN(c2ncnc3c2nc2n3CCCCC2)C1 (stereo not drawn)
    -2.0 | 1 | -8 | 0 | 0.4 | -1 | 20 | -7
39) Cc1cccc(NC(=O)c2ccc(Cl)c(S(=O)(=O)N3CCc4ccccc43)c2)n1
    1.3 | -5 | 31 | -6 | 0.2 | -2 | -4 | 2
40) COc1ccc(NC(=O)N(C)C[C@H]2Oc3ccc(NS(=O)(=O)c4ccccc4)cc3C(=O)N([C@@H](C)CO)C[C@H]2C)cc1
    -2.0 | 4 | / | -7 | -1.3 | -2 | -2 | 7

Exported with each value named: entries from further up.
27) CO[C@H]1CN(C)C(=O)c2cc(NS(C)(=O)=O)ccc2OC[C@@H](C)N(Cc2ccccc2)C[C@@H]1C
- F508del corr = -0.2
- ERp5 block = -1
- PAX8 inh HTS = 10
- EWS-Fli block = 4
- Xi reactivation = 0.2
- ARNT TACC3 PPI = 0
- DENV2 CPE rescue = -2
- INS-1E GSIS act = -13
28) O=C1CC2(CCN(C(=O)c3c(F)cccc3F)CC2)Oc2ccccc21
- F508del corr = 1.0
- ERp5 block = 1
- PAX8 inh HTS = -4
- EWS-Fli block = 2
- Xi reactivation = -0.1
- ARNT TACC3 PPI = -1
- DENV2 CPE rescue = 7
- INS-1E GSIS act = 2

(next part)
Under each structure – F508del corr | ERp5 block | PAX8 inh HTS | EWS-Fli block | Xi reactivation | ARNT TACC3 PPI | DENV2 CPE rescue | INS-1E GSIS act
41) CC=Cc1ccc2n(c1=O)C[C@@H]1[C@@H](CO)[C@H](C(=O)NCC3CC3)N(C(C)=O)[C@H]21 (mixture of isomers)
    0.3 | 7 | / | 2 | 0.1 | / | -1 | 9
42) Fc1ccc(C2=CC(c3cccs3)n3nnnc3N2)cc1 (stereo not drawn)
    -1.3 | 2 | -17 | -68 | 0.0 | -2 | 2 | /
43) c1ccc(OCCOCCOc2ccccc2)cc1
    -0.1 | -5 | -42 | -24 | 0.0 | 28 | / | /
44) CC1Nc2nc(NC(=O)C(C)(C)C)[nH]c(=O)c2N(C)C1C (stereo not drawn)
    / | 2 | -19 | -10 | 0.1 | -1 | 2 | 6
45) O=C(NCC(=O)N1CCN(S(=O)(=O)c2cccs2)CC1)c1ccc(Cl)cc1
    -1.0 | 1 | -10 | 4 | 0.0 | 3 | 3 | -7
46) Cc1cc(/C=C2/C(=O)NN(c3ccccc3)C2=O)c(C)n1-c1cccc(O)c1
    / | 0 | -59 | -31 | 0.0 | 1 | -2 | 3
47) Cc1cccc(C(=O)N/C(=C\c2ccco2)C(=O)N2CCCCCC2)c1
    0.7 | -5 | 18 | 3 | 0.2 | / | 5 | -7
48) CCOC(=O)c1cc2c(c(-c3cccc(Br)c3)n1)[C@H](CCO)N(C(=O)NC(C)C)C2
    / | -3 | -17 | -1 | 0.0 | 0 | 11 | 3
49) CCCCn1nnnc1C(c1cc2ccccc2o1)N1CCN(CC(=O)NC(C)C)CC1 (stereo not drawn)
    0.8 | 7 | -11 | 3 | 0.1 | / | -8 | -2
50) C(=N\Nc1nc2ccccc2s1)/c1ccc2c(c1)OCO2
    2.2 | 1 | 32 | -22 | -0.1 | -2 | -11 | /
51) CCOc1ccc(N2C(=O)C(C)CNC2=S)cc1 (stereo not drawn)
    -2.5 | 5 | 3 | -4 | 0.3 | -3 | -3 | 7
52) COc1ccc(-c2csc(NC(=O)c3ccccc3F)c2C(=O)O)cc1
    -0.4 | 1 | -58 | -97 | 0.3 | 42 | 4 | -10
53) COc1ccc(NC(=O)Nc2cccc3c2O[C@H](CN(C)CC2CCCCC2)[C@@H](C)CN([C@H](C)CO)C3=O)cc1
    -0.8 | -3 | / | -6 | -0.1 | -1 | -1 | -15
54) COc1cc([N+](=O)[O-])ccc1NC(=O)NCCCN1CCCC1=O
    -0.8 | 17 | -4 | -2 | 0.1 | 0 | -5 | -1
55) Cc1ccc(NC(=O)c2ncn(CC(=O)NCc3ccc4c(c3)OCO4)n2)cc1C
    1.6 | 3 | -100 | -46 | 0.0 | 2 | ? | 2
56) O=C(C[C@H]1C[C@@H]2c3cc(NS(=O)(=O)c4ccc(F)cc4)ccc3O[C@@H]2[C@H](CO)O1)NCc1ccc(-c2ccccc2)cc1
    2.9 | -5 | 65* | 4 | 0.0 | -2 | 0 | -19
57) O=[N+]([O-])c1cccc(NC(=S)N2CCc3ccccc32)c1
    -2.2 | -5 | -55 | -4 | 0.2 | 6 | 70* | 10
58) COc1ccc(C(=O)COC(=O)c2cccnc2SC)cc1
    3.8 | 1 | -19 | 16 | -0.1 | -11 | ? | 9

Screening data as filed in PubChem.
